ADAM17 inh = inhibits human ADAM17 | P78536 | recombinant ADAM17, EDANS/DABCYL FRET peptide cleavage | inhibition, % at 6.95 µM | 370,000 compounds, 0.83% hits | AID 720648;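 active = inhibition above the mean of compounds lying between control limits plus 3 SD, set per campaign, cut at about 8.5% in these data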;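 note: 0% = DMSO-only wells as the low control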
PLCg1 inh = PLC-gamma1 (human) inhibition, primary screen | P19174 | purified PLC-gamma1, fluorogenic substrate, fluorescence | inhibition, % at 12.2 µM | 370,000 compounds, 0.84% hits | AID 720700; in the data active = inhibition above about 9.5%
ADAM10 inh = ADAM10 inhibition, QFRET primary screen. O14672. recombinant ADAM10, EDANS/DABCYL FRET peptide cleavage, 3 h. inhibition, % at 7 µM. 370,000 compounds, 0.62% hits;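 active = inhibition above a per-campaign cutoff equal to the mean of compounds falling between control-based bounds plus 3 SD, cut at about 20% in these data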;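 note: 0% = DMSO wells while the 100% control is not disclosed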
ARFGAP1 inh = inhibits rat ARF GTPase activating protein 1 | Q62848 | AID 651572 | inhibition, % at 16.5 µM | Arfgap1-stimulated ARF1 GTP hydrolysis, GDP FP detection | 360,000 compounds, 0.26% hits;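 active = inhibition above a per-plate limit, mean inhibition of low control wells plus 3 SD, cut at about 25% in these data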;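 note: 0% = DMSO wells with enzyme and 100% = wells lacking Arfgap1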
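System: truncated rat Arfgap1 GAP domain / Benchmarks: high control wells lacking Arfgap1, low control full reaction with DMSO / Times: compound-enzyme preincubation 20 min, reaction 120 min, detection 60 min, 25 °C / Repeats: one replicate per compound / Also added: human ARF1(Δ1-17)-GTP substrate / Measured by: Tracer-displacement fluorescence polarization with EDTA stop, 620/688 nm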
SIAE primary = human SIAE inhibition, primary screen; Q9HAT2; inhibition, % at 9.66 µM; SIAE FP-Rh probe binding, fluorescence polarization; 370,000 compounds, 0.69% hits;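 active = inhibition above a cutoff: mean of compounds within the control limits plus 3 SD of those, cut at about 17% in these data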;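 note: 0% = plate median of compound wells and 100% = probe without SIAE protein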
Target sequence (Q9HAT2 whole entry, looked up): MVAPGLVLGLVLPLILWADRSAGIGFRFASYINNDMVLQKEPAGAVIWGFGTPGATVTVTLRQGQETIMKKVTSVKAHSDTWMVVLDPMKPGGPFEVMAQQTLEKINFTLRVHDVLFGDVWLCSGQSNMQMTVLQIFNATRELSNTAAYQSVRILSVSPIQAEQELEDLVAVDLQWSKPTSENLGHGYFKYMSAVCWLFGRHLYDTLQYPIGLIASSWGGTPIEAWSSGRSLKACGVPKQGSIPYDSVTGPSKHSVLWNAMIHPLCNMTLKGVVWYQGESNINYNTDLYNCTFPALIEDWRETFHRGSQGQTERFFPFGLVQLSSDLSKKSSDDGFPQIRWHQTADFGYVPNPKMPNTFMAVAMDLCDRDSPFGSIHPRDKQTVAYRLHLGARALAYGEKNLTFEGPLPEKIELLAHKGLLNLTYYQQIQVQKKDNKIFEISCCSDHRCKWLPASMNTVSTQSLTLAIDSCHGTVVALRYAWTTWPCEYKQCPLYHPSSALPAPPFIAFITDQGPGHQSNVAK
TDP2 absorb = TDP2 (human) inhibition, absorbance primary screen; O95551; recombinant TDP2, T5PNP hydrolysis, p-nitrophenol absorbance 415 nm; inhibition, % at 12.8 µM; 370,000 compounds, 0.34% hits; AID 720702;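 active = inhibition above the mean of all tested compounds plus 3 SD, set per campaign, cut at about 25% in these data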;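 note: 0% = DMSO with enzyme and 100% = buffer with substrate but no TDP2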
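Incubation: 2 h at 37 °C; Test system: recombinant human TDP2; Quantity: enzyme 120 nM; Read-out basis: percent inhibition; Medium: 50 mM Tris-HCl pH 7.5 with Mg2+, KCl, DTT, BSA; Repeats: single replicate; Compound: 12.8 µM single point, 1% DMSO; Signal: epi absorbance; Reagent: 5 mM T5PNP chromogenic substrate; Benchmarks: no-enzyme high, DMSO-plus-enzyme low.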
PLCb3 inh = PLC-beta3 (human) inhibition, primary screen | 370,000 compounds, 0.18% hits | Q01970 | Purified PLC-beta3, fluorogenic substrate, fluorescence | inhibition, % at 12.2 µM; in the data active = inhibition above about 11%;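 note: 0% = median of compound wells on plate and 100% = full blocker control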
Tn7 DDE FP = inhibitors of Tn7 peptide binding to human fibrin DD(E); 370,000 compounds, 0.13% hits; FP displacement of FITC-Tn7 peptide from fibrin DD(E); 0% = median of compound wells per plate; P02675; inhibition, % at 8.3 µM;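 active = inhibition above the mean of compounds falling within the control limits plus 3 SD of them, cut at about 14% in these data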;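 note: 0% = plate median of compound wells and 100% = 10 µM Aha-Tn7 peptide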
Target sequence (P02675 whole entry, looked up): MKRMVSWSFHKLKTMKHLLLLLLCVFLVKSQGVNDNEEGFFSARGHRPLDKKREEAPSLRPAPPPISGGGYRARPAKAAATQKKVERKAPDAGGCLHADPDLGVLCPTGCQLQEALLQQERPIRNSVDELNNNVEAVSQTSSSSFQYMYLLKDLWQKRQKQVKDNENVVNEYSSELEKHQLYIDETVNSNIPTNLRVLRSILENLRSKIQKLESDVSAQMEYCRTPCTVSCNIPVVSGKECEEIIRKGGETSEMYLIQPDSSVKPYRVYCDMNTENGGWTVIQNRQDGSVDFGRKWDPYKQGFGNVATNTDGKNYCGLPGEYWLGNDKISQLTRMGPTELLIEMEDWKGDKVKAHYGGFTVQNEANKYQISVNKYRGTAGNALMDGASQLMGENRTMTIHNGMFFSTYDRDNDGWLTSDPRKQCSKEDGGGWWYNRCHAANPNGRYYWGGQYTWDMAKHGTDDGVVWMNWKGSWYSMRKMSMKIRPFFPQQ
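System: human fibrin DD(E); quantity: Fibrin-DD(E) at 2 µM final; also added: fluorescent Tn7 probe at 0.1 µM; compound dosing: single nominal test concentration of 8.3 µM per compound; schedule: 10 min preincubation, 3 h with tracer, room temperature; detection: fluorescence polarization of the labelled Tn7 tracer; repeats: one replicate per compound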
Tn6 DDE FP = DD(E)-Tn6 binding inhibition, primary FP screen. P02675. Fibrin DD(E) TRITC-Tn6 fluorescence polarization displacement. inhibition, % at 8.3 µM. 370,000 compounds, 0.21% hits;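 active = inhibition above a per-campaign cutoff: mean of compounds within control limits plus 3 SD, cut at about 15% in these data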;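 note: 0% = median of all compound wells on the plate and 100% = blocking peptide control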
ASAP1 GAP inh = inhibitors of human ASAP1 ArfGAP activity | AID 624377 | ASAP1-stimulated ARF1 GTP hydrolysis, GDP FP detection | 360,000 compounds, 0.19% hits | inhibition, % at 16.5 µM; in the data active = inhibition above about 25%;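 note: 0% = vehicle with enzyme and substrate and 100% = no enzyme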
Numbers without * were called inactive; i = inactive.

ADAM10 inh | ARFGAP1 inh | SIAE primary | PLCg1 inh | TDP2 absorb | Tn6 DDE FP | Tn7 DDE FP | SMILES | ASAP1 GAP inh | ADAM17 inh | PLCb3 inh
-3.5 | 14.4 | -3.2 | 0.0 | -9.0 | -3.4 | -1.8 | CCOc1ccc(S(=O)(=O)N(CC)CC(=O)NCc2ccco2)cc1C | 8.7 | 0.9 | -6.9
-2.0 | -7.0 | -2.5 | -0.7 | -1.8 | 7.2 | -3.9 | COC(=O)c1ccc(CNC(=O)Cn2cc(C)c(=O)[nH]c2=O)cc1 | 3.6 | -0.2 | 2.3
-1.8 | 1.8 | 1.4 | -0.4 | 6.3 | 1.9 | -0.1 | CC(=O)Nc1cccc2cc(O)ccc12 | -1.7 | -1.8 | -6.2
-1.6 | -7.5 | -3.7 | -1.0 | 5.7 | 3.5 | 4.8 | CC(=O)N1CCN(C(=O)c2ccc(C(=O)c3ccccc3)cc2)CC1 | -8.2 | 0.7 | -2.5
2.7 | -1.3 | 3.1 | 3.6 | -1.5 | 4.8 | 9.9 | COc1ccc(CCN2C(=O)CS/C2=N/NC(=O)c2ccccc2F)cc1OC | 4.3 | 4.2 | 0.1
i | 5.0 | 0.4 | -458.5 | 2.2 | -5.1 | 1.1 | COc1cc(Cn2c3ccc(NC(=O)NCCc4ccccc4)cc3c(=O)n2C)ccc1F | 5.3 | i | i
0.6 | 5.5 | 2.9 | -1.6 | -19.1 | 2.5 | -3.4 | CCOC(=O)c1ccc(NS(=O)(=O)c2cc3c4c(c2)CCN4C(=O)CC3)cc1 | 1.0 | 1.5 | -1.0
-49.8 | -5.2 | -1.1 | -44.8 | 3.0 | -1.0 | 7.9 | CCN(C(=O)c1cc2cc(OC)ccc2oc1=O)c1cccc(C)c1 | 3.6 | -13.6 | -57.4
-10.3 | -4.8 | 3.6 | 1.2 | -5.9 | -5.0 | 3.2 | Cc1ccccc1CSc1nc(C(C)(C)C)cc(=O)[nH]1 | 9.2 | -4.0 | 0.3
-8.0 | 10.5 | -3.2 | -3.5 | -5.4 | 1.3 | 1.8 | O=C(Nc1ccc(Cl)cn1)c1cc(S(=O)(=O)N2CCCCC2)ccc1Cl | 10.1 | -6.4 | -4.5
3.4 | -1.1 | 4.6 | -1.1 | -5.3 | 1.6 | -1.9 | COc1ccc(-c2ccc3c(c2)C2CC3CCN2)cc1 (stereo not given) | -3.7 | 0.1 | -3.0
-109.3 | 7.6 | 13.7 | -65.2 | 17.8 | -5.0 | 0.7 | COc1cccc(N(C(=O)c2snc(C(N)=O)c2N)C(C(=O)NCC2CCCO2)c2cccs2)c1 (stereo not given) | -17.9 | -43.4 | -87.8
6.8 | -14.4 | 1.1 | -0.9 | 11.6 | 6.1 | 3.1 | O=C(c1cccc2c1C(=O)N(Cc1cccnc1)C2)N1CCN(c2ccccc2)CC1 | -0.2 | -4.5 | 1.5
1.2 | 0.9 | 12.0 | -20.2 | 2.0 | -8.8 | 6.1 | Cc1ccc(C(=O)Nc2ccc(N3CCOCC3)nc2N2CCOCC2)cc1 | -13.4 | -4.8 | 2.6
-8.0 | -3.0 | 7.4 | 1.2 | 12.2 | -3.2 | 2.1 | CCOc1ccc(CNc2cccc(SC)c2)cc1 | -15.6 | -3.8 | -1.9
-6.1 | -8.3 | 2.8 | -0.8 | 0.3 | 1.4 | 0.7 | Cc1c(Br)c([N+](=O)[O-])nn1CC(=O)NCc1ccco1 | -3.8 | 0.9 | 0.7
8.3 | 3.7 | -3.8 | -0.4 | -0.7 | 5.1 | 1.5 | CC(=O)Nc1ccc(-c2nnc(SCC(=O)n3c4c(c5ccccc53)CCCC4)n2C)cc1 | 1.5 | -2.4 | -1.5
0.9 | 8.3 | 0.0 | 0.5 | 0.8 | -5.6 | -5.7 | COc1ccc(OCC(=O)NNC(=O)Nc2cccc(Cl)c2)cc1 | 6.4 | 1.4 | -4.4
5.4 | 9.4 | 2.0 | 2.1 | 11.3 | -3.5 | -3.2 | CC(C)(C)c1cc(C(=O)N2CCc3ccccc32)ccn1 | 4.8 | 0.0 | 0.5
3.2 | -2.7 | 11.2 | 2.9 | 8.6 | 1.0 | 1.8 | Nc1cnc(-c2ccccc2)nc1Cl | 1.1 | -0.5 | 2.8
-2.3 | -5.2 | -2.9 | -0.5 | 3.1 | -1.4 | 5.4 | CCOC(=O)c1c(O)c2cccc3c2n(c1=O)CC3 | 2.7 | -4.9 | -12.3
-2.3 | 4.0 | -8.5 | -1.0 | -5.9 | 1.7 | 4.4 | CCOc1ccccc1C(=O)OCC(=O)Nc1cc(Cl)ccc1Oc1ccccc1 | 6.5 | 1.8 | -1.1
1.6 | 6.0 | 5.5 | 1.6 | 2.2 | -13.4 | -0.2 | Cc1ccc(N=Nc2c(N)[nH]n3c(=O)cc(C)nc23)cc1 | 4.3 | -0.6 | 2.5
7.8 | 0.4 | 6.4 | -8.2 | -1.4 | 4.8 | -2.1 | CCOc1cc(N2CCOCC2)c(OCC)cc1NC(=O)c1ccc(C)cc1 | 8.6 | -0.8 | -11.7
0.0 | -3.2 | -0.1 | -1.8 | -1.0 | 0.8 | 2.9 | COc1ccccc1-n1ccnc1SCC(=O)NC1CCCC1 | -4.0 | -4.4 | -3.6
4.1 | 10.1 | -0.1 | -0.5 | 16.1 | 0.0 | -3.3 | CCOc1ccc(C(C)=O)cc1CN1C(=O)NC(C)(C2CC2)C1=O (stereo not given) | 0.1 | -4.9 | -7.0
-9.3 | -7.0 | -4.5 | 0.3 | -8.5 | -2.3 | -4.5 | COC(=O)C1CCN(S(=O)(=O)CCNC(=O)c2ccc(F)cc2)CC1 | 3.0 | -1.6 | -3.1
-2.4 | -0.3 | -3.3 | 3.0 | 11.9 | 2.1 | 4.5 | COc1ccccc1CNC(=O)c1ccc(CNc2c(N3CCCC3)c(=O)c2=O)cc1 | -8.3 | -1.2 | 2.9
-3.4 | -2.1 | -2.0 | -0.5 | -3.3 | 0.4 | 7.8 | Cn1nnnc1SCC(=O)Nc1ccccc1N1CCOCC1 | -8.9 | -3.5 | -1.0
6.1 | -10.4 | 6.8 | -3.6 | 0.9 | 2.9 | 3.5 | Oc1ccc(-c2cnns2)c(O)c1 | -6.2 | -4.3 | 1.8

(cont.)
ADAM10 inh | ARFGAP1 inh | SIAE primary | PLCg1 inh | TDP2 absorb | Tn6 DDE FP | Tn7 DDE FP | SMILES | ASAP1 GAP inh | ADAM17 inh | PLCb3 inh
-13.2 | 5.8 | 9.2 | -8.5 | -7.9 | 4.7 | 3.0 | CN(C)C(CNC(=O)CCNC(=O)c1ccccc1Cl)c1ccco1 (stereo not given) | -9.2 | -4.5 | -9.4
-0.5 | 15.3 | -3.2 | -1.0 | -6.9 | 1.6 | -3.2 | Nc1nonc1-n1nnc(C(=O)N/N=C/c2ccncc2)c1CSc1ccccc1 | 2.4 | -3.9 | -9.3
-139.0 | 2.0 | -10.3 | -63.4 | -1.3 | 7.5 | 3.5 | COc1cc2c(cc1OC)-c1cc(Nc3ccc(C(=O)O)cc3)nc(=O)n1CC2 | 8.0 | -61.6 | -83.0
-9.1 | 11.5 | -2.7 | -1.7 | 10.2 | -2.0 | 2.3 | CCOc1ccc(C(=O)OCC(=O)N2CCCC2)cc1 | 9.0 | -4.3 | -5.9
i | 0.9 | 3.1 | i | -6.1 | -1.9 | 0.7 | Cn1c2ccccc2c(=O)c2cc(NCCCN3CCOCC3)ccc21 | -0.8 | i | i
-10.9 | 5.3 | 0.7 | -3.7 | -18.4 | -6.5 | -5.7 | O=C(O)c1ccc(N2C(=O)CC(N3CCN(c4cccc(C(F)(F)F)c4)CC3)C2=O)cc1 (stereo not given) | 4.0 | -3.0 | -8.6
2.1 | -0.3 | 11.0 | 3.0 | -1.1 | 1.0 | -7.9 | CC(C)[C@H](NC(=O)c1ccco1)C(=O)OCC(=O)N1CC(=O)Nc2ccccc21 | -6.0 | -2.3 | -5.2
-13.0 | 4.1 | 2.2 | 0.3 | 1.4 | 10.0 | 2.7 | Cc1nc2ccc(S(=O)(=O)NCC(=O)N3CCN(c4ccccn4)CC3)cc2s1 | 6.0 | -5.6 | 1.9
-4.0 | 3.1 | -2.1 | 5.7 | -16.6 | -9.0 | 3.1 | CN(C(=O)COc1ncnc2sccc12)c1ccccc1 | -7.8 | -8.3 | -11.3
-9.6 | 6.6 | -0.4 | 1.6 | 10.1 | 1.7 | -1.3 | CC(=O)Nc1nnc(/C=C/c2cccc([N+](=O)[O-])c2)s1 | 11.6 | -3.7 | 2.3
10.3 | -8.8 | -1.7 | -1.0 | -2.5 | 0.7 | 4.6 | CC(=O)N(c1nc(CCl)cs1)c1c(C)cc(C)cc1C | -9.5 | 0.5 | 1.9
2.1 | 0.5 | 1.9 | -0.4 | 5.2 | 3.0 | 3.3 | CC(=O)c1nn(-c2cccc(Br)c2)cc1C(=O)c1ccc2ccccc2c1 | 10.5 | -3.1 | 5.2
-2.1 | 10.6 | 0.1 | 5.9 | -3.7 | 2.7 | 4.5 | O=C(CCc1nc(-c2ccccc2F)no1)NCCc1ccccc1Cl | 3.0 | 5.6 | 0.9
-6.6 | 3.7 | 7.5 | -0.8 | 9.1 | -1.3 | 0.0 | CCC(=O)n1nc(-c2ccc(Cl)cc2)nc1N | -10.6 | -0.4 | -2.4
-0.5 | 0.0 | 6.7 | 4.0 | 4.0 | 13.7 | 5.3 | Cc1ccc(OCC(=O)Nc2c3c(nn2C(C)(C)C)CS(=O)(=O)C3)cc1 | -17.5 | -0.6 | -5.8
4.0 | 12.6 | -1.7 | 2.2 | -9.1 | -1.8 | -2.9 | c1ccc(-c2cn(-c3ccccc3)c3ncnc(NCCCN4CCOCC4)c23)cc1 | -2.2 | -1.0 | 5.3
-1.9 | 15.7 | 6.4 | -1.6 | 8.1 | 2.9 | -3.9 | C/C=C/c1ccc(OCCn2cncn2)c(OC)c1 | 4.8 | -1.4 | 0.9

Quoted from the listing:
Under ADAM17 inh, Cc1ccc(OCC(=O)Nc2c3c(nn2C(C)(C)C)CS(=O)(=O)C3)cc1 is entered as -0.6
Under PLCg1 inh, CCC(=O)n1nc(-c2ccc(Cl)cc2)nc1N is entered as -0.8

Some entries already given, limited to Tn7 DDE FP, ADAM17 inh and SIAE primary.
mol	Tn7 DDE FP	ADAM17 inh	SIAE primary
CN(C(=O)COc1ncnc2sccc12)c1ccccc1	3.1	-8.3	-2.1
C/C=C/c1ccc(OCCn2cncn2)c(OC)c1	-3.9	-1.4	6.4
